LmPK inhibitor: inhibitors of Leishmania mexicana pyruvate kinase; Q27686; purified LmPK, Kinase-Glo ATP luminescence, 1 h; Potency, µM (top dose mostly 57.5 µM), without a hit: at the highest dose activity change, negative = inhibition, hits mostly inhibitors; hit rate 0.37% among 290,000; AID 1721; further: potency means the concentration at half of the fitted maximal effect; on the % scale 0 is the no-effect control and ±100 the full control effect
Target sequence (Q27686 whole entry, looked up): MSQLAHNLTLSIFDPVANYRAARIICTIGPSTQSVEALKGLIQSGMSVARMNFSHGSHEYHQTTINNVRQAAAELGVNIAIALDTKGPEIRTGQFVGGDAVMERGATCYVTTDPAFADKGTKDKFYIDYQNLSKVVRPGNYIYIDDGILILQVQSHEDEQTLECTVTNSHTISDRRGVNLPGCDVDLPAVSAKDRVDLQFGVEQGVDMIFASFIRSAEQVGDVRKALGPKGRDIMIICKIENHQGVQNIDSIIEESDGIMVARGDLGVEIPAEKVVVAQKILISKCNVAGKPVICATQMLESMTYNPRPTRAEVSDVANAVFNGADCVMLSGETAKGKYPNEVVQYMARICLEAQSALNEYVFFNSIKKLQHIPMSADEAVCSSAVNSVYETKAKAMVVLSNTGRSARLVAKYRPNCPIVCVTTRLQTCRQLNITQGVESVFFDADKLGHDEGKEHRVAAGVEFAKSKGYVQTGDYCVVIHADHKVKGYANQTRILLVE
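Screened at intermediate enzyme activity to detect both inhibitors and activators: LmPK at 0.1 nM, with a 0.5 nM enzyme column as activation reference. PEP 0.5 mM, ADP 0.1 mM; ATP detected by luminescence after 1 h.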
Pf growth 48h: P. falciparum growth inhibition at 48 hours (one generation); P. falciparum luciferase growth in erythrocytes, 48 h; Potency, µM (titrated, usually from 28.7 µM), for inactives: at the top dose activity change, negative = inhibition, actives largely listed as inhibitors; hit rate 5.9% among 310,000; further: potency means the concentration at half of the fitted maximal effect; on the % scale 0 is the no-effect control and ±100 the full control effect
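In quantitative HTS format, infected erythrocytes bearing luciferase-reporter parasites were treated for a single generation at 37 C. Luminescence after adding detection reagent served as the growth measure.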
Shiga toxin inh: Shiga toxin inhibition. Vero cells, Shiga toxin protein synthesis inhibition reporter. inhibition, % at 38.7 µM. hit rate 9.2% among 290,000. AID 2315; in the data active means inhibition mostly above about 28%, no sharp cut-off; inactive means mostly below about 43%; further: 0% is about no effect
Tb PYK inh: inhibitors of Trypanosoma brucei pyruvate kinase; Q57TT1; TbPYK enzyme, Kinase-Glo Plus ATP luminescence, 45 min; Potency, µM (titrated, usually from 76.8 µM), for inactives: at the highest dose activity, negative = inhibition, hits mostly inhibitors; hit rate 0.12% among 410,000; AID 624173; further: potency means the concentration at half of the fitted maximal effect; on the % scale 0 is the no-effect control and ±100 the full control effect; nearly all actives have a fitted effect of over 50% in size
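Luminescent Kinase-Glo Plus end-point after 45 min room-temperature reaction of T. brucei pyruvate kinase started with 130 uM ADP (final). Buffer TEA 50 mM pH 7.2 with KCl, MgCl2, BSA, Tween-20; titration-based qHTS with fitted concentration-effect curves.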
AmpC no deterg: inhibitors of E. coli AmpC beta-lactamase without detergent | P00811 | AmpC nitrocefin hydrolysis, absorbance 480 nm, 0.0001% Triton | Potency, µM (top dose mostly 57.1 µM), inactives show at the highest dose activity change, negative = inhibition, actives largely listed as inhibitors | hit rate 0.52% among 330,000;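 further: potency means the concentration at half of the fitted maximal effect; plate controls were no compound for no effect and no enzyme for full effect; nearly all actives have a fitted effect of over 20% in size; some results filed as inactive show a strong effect at the top dose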
Target sequence (P00811 whole entry, looked up): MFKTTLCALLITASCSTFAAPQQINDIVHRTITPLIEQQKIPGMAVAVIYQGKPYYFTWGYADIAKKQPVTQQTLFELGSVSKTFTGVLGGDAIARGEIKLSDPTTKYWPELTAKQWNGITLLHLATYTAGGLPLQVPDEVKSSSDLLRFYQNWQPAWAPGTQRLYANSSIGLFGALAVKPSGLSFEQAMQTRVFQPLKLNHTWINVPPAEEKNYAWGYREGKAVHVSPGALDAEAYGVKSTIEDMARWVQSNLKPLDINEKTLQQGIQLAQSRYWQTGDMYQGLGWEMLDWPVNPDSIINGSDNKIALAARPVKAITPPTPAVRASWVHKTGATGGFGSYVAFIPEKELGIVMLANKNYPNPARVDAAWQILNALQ
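AmpC (5.3 nM in the dispensed reagent) in 20 mM phosphate pH 7.0 with 0.01% (detergent screen) or 0.0001% Triton X-100 was preincubated with compounds for 15 min at room temperature. Nitrocefin was then added from an 800 uM solution, and hydrolysis was followed at 480 nm.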
CHX counter: counter-screen for Shiga toxin inhibitors: cycloheximide protein synthesis inhibition | cell reporter, cycloheximide protein synthesis inhibition counterscreen | AID 2314 | max response, % | hit rate 12% among 300,000; in the data active means max response mostly above about 13%, no sharp cut-off; inactive means mostly below about 14%; further: read at 38.3 µM for the half of the compounds with a filed dose; 0% is about no effect
Pf growth 96h: inhibits malaria parasite growth, 96 h | P. falciparum luciferase reporter growth, 96 h | Potency, µM (doses to about 28.7 µM), for the others: at the highest dose activity change, negative = inhibition, hits mostly inhibitors | hit rate 6.9% among 320,000 | AID 504834; further: potency means the concentration at half of the fitted maximal effect; on the % scale 0 is the no-effect control and ±100 the full control effect
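Plates of compound plus infected erythrocytes (2% hematocrit, 0.05% parasitemia final) incubate 96 hours, 37 C, 5% CO2. Detection reagent added; reduced luminescence from the parasites' luciferase reporter flags inhibition.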
* marks the source's active call; other numbers are inactive results; ? = inconclusive; / = no result given; [ ] = another dose, or the depositor's remark. Unless noted, the call rests on the fitted dose curve; in most records, active means well fitted curve in the direction sought with a large enough effect; inconclusive means small, poorly fitted or top-dose-only effect, or another doubt; inactive means no such curve, though single readings can be large; an effect the other way counts as inactive or inconclusive. Outcome played no part in choosing rows; about 22% have a hit in one of these screens.

SMILES	LmPK inhibitor	Pf growth 48h	Shiga toxin inh	Tb PYK inh	AmpC no deterg	CHX counter	Pf growth 96h
C[C@@H](C[C@@H](O)[C@H](O)C(C)(C)O)[C@@H]1CC[C@]2(C)C3=CC[C@H]4C(C)(C)C(=O)CC[C@]4(C)[C@H]3CC[C@@]12C	1.0%	?	-11.2	0.4%	-5.1%	-4.0	?
CCC(C)Nc1nc(SC(C(C)=O)C(C)=O)nc(N(C)C)n1 (stereo not drawn)	-1.7%	-25.5%	-11.7	-0.5%	-14.1%	-5.4	/
COc1cc(C#Cc2ccc3cc(CCCO)oc(=O)c3c2)cc(OC)c1	/	4.6%	/	0.9%	142.0%[activator]	/	-9.4%
CCOC(=O)C1=C(C)NC(=O)NC1c1ccc2c(c1)OCCO2 (stereo not drawn)	0.4%	7.8%	10.8	14.0%	-7.7%	1.9	?
Cc1ccc(N2C(=O)C3NN=C(C(=O)OCc4ccccc4)C3C2=O)c(C)c1 (stereo not drawn)	-1.9%	3.6%	15.1	1.6%	-23.5%	-4.5	-3.8%
O=C(O)c1ccc(CN2C(=O)CSC2=S)cc1	2.2%	?	7.4	0.5%	-24.2%	10.6	?
COC(=O)C1(C)NC(c2ccc(O)cc2)C2C(=O)N(c3ccc(C)cc3)C(=O)C21 (stereo not drawn)	-0.8%	30.3%[activator]	8.9	-4.1%	-11.5%	-1.3	4.65µM*
CCOC(=O)[C@H]1[C@H]2COc3ccc(Cl)cc3[C@@H]2N2C(=O)c3cc(C)ccc3NC(=O)[C@@]12C	/	?	/	3.1%	-40.1%	/	?
Cn1cc(S(=O)(=O)CC(=O)Nc2ccc3c(c2)OCCO3)c2ccccc21	1.3%	-4.7%	12.7	-9.3%	-8.6%	11.9	87.6%[activator]
COC(=O)c1ccc(O)c(Sc2cc(C(=O)OC)ccc2O)c1	1.3%	8.7%	-5.5	-4.5%	-31.5%	6.6	-25.8%
CC(C)NC(=O)COC(=O)Cn1[nH]c(=O)c2ccccc2c1=O	-3.3%	8.4%	-3.3	1.6%	-13.2%	-1.5	20.4%
CC(C)Nc1nnc(SCC(=O)NCc2ccc3c(c2)OCO3)s1	10.3%	38.0%[activator]	12.5	-9.6%	-20.4%	-2.8	-1.2%
COc1ccc(C)cc1NC(=O)CNc1ccccc1CN(C)C1CCCCC1	5.1%	14.7µM*	-10.4	-0.9%	-24.1%[11.4 µM]	-1.2	4.65µM*
COc1ccc(-n2nc3c(c2NC(=O)c2ccc(N4C(=O)CCC4=O)cc2)CSC3)cc1	-10.3%	20.8%	26.2	2.9%	72.5%[activator]	-1.2	13.9%
Cc1nnc(NC(=O)CSc2nnc(CCNC(=O)c3ccccc3F)n2C)s1	-0.4%	-3.6%	-2.4	1.6%	-19.5%	-4.5	-12.1%
COc1cccc(C2=CC(=O)C[C@H](c3ccc(Cl)cc3)C2)c1OC	/	?	/	-6.7%	115.7%[activator]	/	-11.2%
CC(C)n1c(O)c(N=NC(=O)CNC(=O)c2cccnc2)c2ccccc21	1.5%	-4.2%	-5.8	0.0%	-8.5%	-1.4	?
O=C(CC1CCCC1)N1CCCC(Nc2ccc(F)cc2)C1 (stereo not drawn)	-5.8%	-2.8%	-22.1	-10.4%	-2.2%	2.0	-19.2%
CC(=O)Nc1ccc(C(=O)Nc2ccc(S(=O)(=O)Nc3nccc(C)n3)cc2)cc1	-0.9%	17.1%	-1.3	3.8%	-46.9%	-3.4	0.0%
CC(C)c1ccc(/C=C/C(=O)NC2CCCCC2)cc1	-1.2%	?	14.5	-3.3%	-32.4%	13.3	?
CC(C)(C)OC(=O)N1CCCC1C(=O)NCCc1ccccc1 (stereo not drawn)	-1.5%	10.5%	-12.2	-3.8%	4.6%	-2.6	0.0%
Cn1c(SCC(=O)O)nnc1-c1ccc2ncccc2c1	2.4%	42.6%[activator]	-10.3	/	-6.5%	1.9	22.3%
O=S(=O)(NCC(c1cccnc1)N1CCN(Cc2ccccc2)CC1)c1ccc(F)cc1 (stereo not drawn)	-3.4%	?	-4.3	3.8%	73.3%[activator]	0.7	?
CN(CC(=O)Nc1ccc(F)cc1)C(=O)COC(=O)c1ccccc1	/	?	/	2.9%	-15.0%	/	16.7%
Clc1ccc(-c2cc3ccccc3nc2N2CCOCC2)cc1	0.3%	?	18.4	-20.1%	2.9%	6.3	-20.0%
O=[N+]([O-])c1cc(C(F)(F)F)ccc1N1CCCNCC1	-3.6%	11.9%	-3.5	-2.8%	11.8%	-1.3	?
CCN1CCN(c2c(Cl)cccc2NC(=O)c2ccc3nsnc3c2)CC1	3.4%	-12.7%	14.3	-21.7%	0.2%	-2.0	-28.5%
CC(C)CCN1CCN(Cc2ccc(C(F)(F)F)cc2)CC1CCO (stereo not drawn)	3.7%	?	-3.6	2.7%	33.1%	-1.5	-3.7%
S=c1[nH]c(-c2ccccc2)cs1	-3.4%	15.4%	17.0	?	-26.5%	12.6	10.2%
Cc1cc(OC(=O)c2cc(Cl)ccc2Cl)c([N+](=O)[O-])c(=O)[nH]1	4.1%	43.2%[activator]	-8.5	2.1%	-7.2%	-4.4	65.4%[activator]
CN(C(=O)c1ccc(Br)cc1)C1CCS(=O)(=O)C1 (stereo not drawn)	/	47.5%[activator]	/	-4.5%	6.5%	/	60.7%[activator]
CN1CCC(=NNC(=O)CN(c2cccc([N+](=O)[O-])c2)S(=O)(=O)c2ccccc2)CC1	5.1%	-3.1%	49.4	-8.8%	-32.6%	-5.0	?
COc1cc(/C=C(\C#N)C(=O)Nc2cccc3ncccc23)ccc1O	0.5%	-0.4%	-10.3	/	-11.0%	-2.3	16.2%
CN(CC(=O)Nc1ccc(Cl)c(C(F)(F)F)c1)C(=O)c1cccnc1Sc1ccccc1	-4.5%	19.8%	5.5	-3.0%	49.1%	-5.7	38.0%[activator]
N/C(=N\c1nc2c(c(=O)[nH]1)CCCC2)Nc1ccc(Oc2ccccc2)cc1	4.0%	?	-7.6	4.2%	-32.4%	-5.0	8.28µM*
Cc1cc(C(=O)O)c(S(C)(=O)=O)s1	1.7%	1.4%	-19.8	-9.7%	-17.4%	-1.6	-5.3%
CC(C)n1nnnc1CN1CCN(C)CC1	-7.8%	2.0%	-8.5	-0.1%	-15.2%	-0.9	0.0%
CC(C)(C)c1ccc(OCC(=O)NCc2ccco2)cc1	5.1%	50.8%[activator]	80.3	-1.9%	-6.0%	13.7	109.1%[activator]
CN(c1ncc(C(F)(F)F)cc1Cl)N1C(=O)c2cccc(N)c2C1=O	3.2%	-21.3%	-5.1	-3.9%	-27.2%	-4.4	-12.0%
C=CCOc1ccc(/C=C/C(=O)OCC(=O)N(C)C2CCS(=O)(=O)C2)cc1 (stereo not drawn)	-3.2%	20.2%	2.0	5.0%	34.4%	-1.9	30.1%[activator]
CC(NC(=O)CNC(=O)c1ccco1)c1ccccc1 (stereo not drawn)	-7.0%	16.3%	-13.3	3.1%	-6.5%	-5.0	16.5%
O=C(C1=NNCC1c1ccc(Cl)cc1)C1CO1 (stereo not drawn)	-0.5%	-14.4%	-14.6	2.3%	-11.1%	1.2	0.0%
S=c1[nH]cnc2scc(-c3ccc(Cl)cc3)c12	0.2%	?	-6.1	-13.1%	8.91µM*	-3.5	?
CCOC(=O)c1cn(CC)c2c(ccc3ccccc32)c1=O	2.9%	51.2%[activator]	41.8*	-2.8%	12.8%	34.7*	-2.1%
COc1ccc(C)cc1NC(=O)CN1CCN(S(=O)(=O)c2ccc3ccccc3c2)CC1	/	?	/	3.3%	-7.3%	/	11.7µM*
O=C(CN1C(=O)CCSc2ccccc21)Nc1ccc(F)cc1	3.8%	-15.1%	-8.6	-3.2%	-24.7%	-1.5	?
O=C(Cc1ccc(S(=O)(=O)N2CCOCC2)s1)Nc1ccccc1N1CCCC1	0.5%	-21.1%	-3.5	-15.7%	-21.9%	-3.0	?
Cc1ccc(N/C=C(\C2OC(=O)c3ccccc32)[N+](=O)[O-])c(C)c1 (stereo not drawn)	2.1%	-29.5%	38.1	5.3%	-54.0%	12.2	40.5%[activator]
O=C(Cc1ccccc1)N1CCN(Cc2c[nH]c3ccccc23)CC1	5.0%	?	2.2	-12.5%	61.7%[activator]	0.9	26.3%
CCOC(=O)C1=C(CS(=O)(=O)c2ccccc2)NC(=O)NC1c1ccccc1 (stereo not drawn)	0.5%	-5.6%	-2.5	-5.3%	0.5%	-3.8	9.2%
CC1(C)Cc2nc(N3CCCC3)c(C#N)cc2CO1	-1.3%	6.2%	-7.4	3.2%	8.6%	-1.9	?
O=C(CSc1nc2cccnc2n1Cc1ccccc1)N1CCCC1	1.5%	6.6%	2.1	-9.2%	-6.9%	-4.3	?
CCS(=O)(=O)Nc1ccc(-c2nnc(SCC(=O)c3ccc(NC(C)=O)c(OC)c3)o2)cc1	3.9%	2.0%	-4.2	2.0%	24.1%	-2.7	/
Cc1ncc(CN2CCCC(CCC(=O)NCc3ccccc3F)C2)s1 (stereo not drawn)	-8.4%	7.7%	-1.5	8.5%	-2.8%	-2.2	0.8%
CCn1c(SCC(=O)NCc2ccccc2)nc2ccccc2c1=O	0.9%	-1.5%	-4.3	-8.6%	-9.7%	-0.9	16.4%
O=C1CSC(c2cccnc2)N1C1CCCCC1 (stereo not drawn)	-8.3%	?	-10.0	0.4%	-11.3%	-2.3	-3.5%
CCNC(=S)Nc1ccc2cn[nH]c2c1	-3.0%	28.9%	-10.7	1.5%	-20.4%	0.4	18.6%
COc1ccc(C=O)cc1	/	27.9%	/	0.5%	-1.2%	/	5.2%
CC1CC(C)CN(C(=O)c2ccc3nc[nH]c3c2)C1 (stereo not drawn)	0.7%	48.5%[activator]	-4.0	-1.3%	-13.0%	5.2	30.3%[activator]
Cc1cc(OCC(O)CN2CCN(c3ccccn3)CC2)cc(C)c1Cl (stereo not drawn)	1.3%	1.5%	-10.4	-0.6%	119.7%[activator]	-0.7	?
CCOC(=O)c1sc(NC(=O)Nc2cccc(Cl)c2)cc1C	1.9%	-80.6%	107.8*	-0.8%	-25.0%	62.2*	?

Among those listed so far, two have a cyano group.
SMILES	LmPK inhibitor	Pf growth 48h	Shiga toxin inh	Tb PYK inh	AmpC no deterg	CHX counter	Pf growth 96h
COc1cc(/C=C(\C#N)C(=O)Nc2cccc3ncccc23)ccc1O	0.5%	-0.4%	-10.3	/	-11.0%	-2.3	16.2%
CC1(C)Cc2nc(N3CCCC3)c(C#N)cc2CO1	-1.3%	6.2%	-7.4	3.2%	8.6%	-1.9	?
